Source: PubChem BioAssay
PrPC TRFRET: cell surface PrPC inhibition, primary TR-FRET screen | inhibition, % at 13.8 µM | TR-FRET read-out | P04156 | 370,000 compounds, 0.43% hits | AID 720596; in the data active = inhibition above about 24%; note: 0% = median of the test wells and 100% = reference compound wells
CCHF vOTU inh: CCHFV vOTU protease inhibition. Pep-AMC fluorescence. inhibition, % at 11.5 µM. 370,000 compounds, 0.55% hits. AID 651958; in the data active = inhibition above about 30%; note: 0% = vehicle wells with enzyme and 100% = no enzyme wells
* marks the source's active call; other numbers are inactive results.

How did COC(=O)C1=CC(=O)C=C(OC)[C@@]12Oc1cc(C)cc(OC)c1C2=O do in these assays?
PrPC TRFRET: 59*; CCHF vOTU inh: 0

Results for Clc1ccc(CN2CCN(N=Cc3ccncc3)CC2)cc1 ?
PrPC TRFRET: 11; CCHF vOTU inh: -5

Results for CCC(C(=O)NC(C)(C)C)n1c(C(c2ccccc2)c2ccccc2)nc2ccccc21 (configuration not stated) ?
PrPC TRFRET: 1; CCHF vOTU inh: 0

Results for CN(C(=O)[C@@H](C1CC1)[C@@H](O)c1ccc2ccccc2c1)c1ccccc1 ?
PrPC TRFRET: 3; CCHF vOTU inh: 13

Results for CCOC(=O)N1CCN(C(=O)C[C@H]2C[C@@]3(C(=O)OC)C(=C[C@H](C4CCCC4)O[C@@H]3C)N(Cc3ccccc3)C2=O)CC1 ?
PrPC TRFRET: -1; CCHF vOTU inh: 2

Results for COC(=O)C1CN(Cc2cn(Cc3ccc(Cl)cc3)nn2)CCS(=O)(=O)N1Cc1ccccc1 (configuration not stated) ?
PrPC TRFRET: 1; CCHF vOTU inh: -7

Results for C=CCCN1[C@@H](Cc2ccccc2)COc2ccccc2S1(=O)=O ?
PrPC TRFRET: 5; CCHF vOTU inh: 7

How did COc1ccc(NC(=O)NCCCN2CCN(c3ccc(F)cc3)CC2)cc1OC do in these assays?
PrPC TRFRET: -13; CCHF vOTU inh: -4

Results for Cc1ccccc1CS(=O)(=O)Cc1ccc(C(=O)Nc2ccc(F)cc2F)o1 ?
PrPC TRFRET: 2; CCHF vOTU inh: 11

How did C[C@H](O)[C@@H]1C(=O)N2CCc3c([nH]c4c(-c5ccccc5)cccc34)[C@@H]2C[C@@H]1N(C)C(=O)/C=C/c1ccccc1 do in these assays?
PrPC TRFRET: 3; CCHF vOTU inh: -10

What do the screens show for `O=C(Cn1c(-c2cncs2)nc2ccccc21)N1CCCCC1`?
PrPC TRFRET: -8; CCHF vOTU inh: 0

What do the screens show for `COCCCNC(=O)C[C@H]1C[C@@]2(C(=O)OC)C(=C[C@H](C3CCCC3)O[C@@H]2C)N(Cc2ccc(Cl)cc2Cl)C1=O`?
PrPC TRFRET: 3; CCHF vOTU inh: 13

Results for Cc1cccc2ccccc12 ?
PrPC TRFRET: 0; CCHF vOTU inh: -4

What do the screens show for `COC(=O)c1cccc(Cn2ccc3ccc(-c4ccc5ccn(C(=O)c6ccc(C)cc6)c5c4)cc32)c1`?
PrPC TRFRET: -1; CCHF vOTU inh: -7

Results for OC(CCl)CCl ?
PrPC TRFRET: 3; CCHF vOTU inh: -4

What do the screens show for `COc1cc(NC(=O)c2ccccc2)c(C)cc1NC(=O)CSc1nnc(-c2ccco2)n1Cc1ccco1`?
PrPC TRFRET: 1; CCHF vOTU inh: -4

How did Cc1cccc(NC(=O)C2CCCN(c3nnc(-n4cccc4)s3)C2)c1C (configuration not stated) do in these assays?
PrPC TRFRET: -3; CCHF vOTU inh: 21

What do the screens show for `CCc1c(-c2ccc(Cl)cc2)ncn1Cc1cccc(-c2ccccc2)c1`?
PrPC TRFRET: 22; CCHF vOTU inh: 19

What do the screens show for `CCOC(=O)C1=NOC(C(C)=O)(C(=O)N2CCOCC2)C1` (configuration not stated)?
PrPC TRFRET: -6; CCHF vOTU inh: 0

How did COC(=O)[C@]12C[C@H](CC(=O)N3CCOCC3)C(=O)N(CCC3=CCCCC3)C1=C[C@H](C1CCCC1)O[C@@H]2C do in these assays?
PrPC TRFRET: 5; CCHF vOTU inh: 5

The last 2 compounds of the section above come first, to join the parts.
What do the screens show for `CCOC(=O)C1=NOC(C(C)=O)(C(=O)N2CCOCC2)C1` (configuration not stated)?
PrPC TRFRET: -6; CCHF vOTU inh: 0

How did COC(=O)[C@]12C[C@H](CC(=O)N3CCOCC3)C(=O)N(CCC3=CCCCC3)C1=C[C@H](C1CCCC1)O[C@@H]2C do in these assays?
PrPC TRFRET: 5; CCHF vOTU inh: 5

What do the screens show for `CCn1c(=O)n(CC(=O)N2CCOCC2)c(=O)c2ccccc21`?
PrPC TRFRET: -11; CCHF vOTU inh: -4

What do the screens show for `CN1C(c2ccccc2)CC2CN(c3ccccc3)C(=O)C21` (configuration not stated)?
PrPC TRFRET: 0; CCHF vOTU inh: -3

How did COC(=O)c1cc2c(c3c4cc(F)ccc4n(S(=O)(=O)c4ccc(C)cc4)c13)C(=O)N(Cc1ccc(N(C)C)cc1)C2 do in these assays?
PrPC TRFRET: 0; CCHF vOTU inh: 6

How did CC(C)[C@H](NC(=O)OC(C)(C)C)C(=O)N1CCC(Oc2cccnc2)CC1 do in these assays?
PrPC TRFRET: 0; CCHF vOTU inh: -5

What do the screens show for `Nn1c(SCC(=O)Nc2cccc3ccccc23)nnc1-c1n[nH]c2c1CCC2`?
PrPC TRFRET: 6; CCHF vOTU inh: -4

What do the screens show for `CCOC(=O)CNC(=O)CSc1nnc(-c2cccs2)o1`?
PrPC TRFRET: -6; CCHF vOTU inh: 2

How did COC(=O)[C@]12C[C@H](CC(=O)N3CCC(c4ccccc4)CC3)C(=O)N(Cc3ccc(Cl)cc3Cl)C1=C[C@H](COCc1ccccc1)O[C@@H]2C do in these assays?
PrPC TRFRET: -8; CCHF vOTU inh: 19

How did O=C(NCc1ccccc1)[C@@H]1CCCN1C(=O)[C@H]1CCCN1C(=O)c1c(F)cccc1F do in these assays?
PrPC TRFRET: -4; CCHF vOTU inh: 1

What do the screens show for `CC(C)(C)N1C(=O)c2ccccc2NC(=O)C1C(=O)NCCc1ccccc1` (configuration not stated)?
PrPC TRFRET: -7; CCHF vOTU inh: -3

Results for C[C@H](O)[C@@H]1C(=O)N2CCc3c([nH]c4c(-c5ccccc5)cccc34)[C@@H]2C[C@@H]1N(C)C(=O)c1ccco1 ?
PrPC TRFRET: -9; CCHF vOTU inh: -6

What do the screens show for `CCCCCCCCN1C(=O)[C@@H](CC(=O)NCC2CCCCC2)C[C@@]2(C(=O)OC)C1=C[C@H](C1CCCC1)O[C@@H]2C`?
PrPC TRFRET: 5; CCHF vOTU inh: -6

How did CCN(CC)C(=O)CC[C@H]1CC[C@]2(CCCN(Cc3ccc(N(C)C)cc3)C2)O1 do in these assays?
PrPC TRFRET: -4; CCHF vOTU inh: -2

What do the screens show for `CN1C(=O)[C@@]2(C3=C(CCCC3=O)OC3=C2C(=O)OC2(CCCCC2)C3)c2ccccc21`?
PrPC TRFRET: -1; CCHF vOTU inh: -11

Results for Cc1cc(C)cc(C(=O)OCCCN(C)C2CN(Cc3cn(Cc4cccc(F)c4)nn3)S(=O)(=O)C2)c1 (configuration not stated) ?
PrPC TRFRET: 11; CCHF vOTU inh: 18

What do the screens show for `CCOc1ccc(CCNC(=O)c2cc3ccsc3n2C)cc1OCC`?
PrPC TRFRET: 10; CCHF vOTU inh: 14

Results for C=CCn1c(COc2ccc(Cl)cc2)nnc1SCC(=O)c1ccccc1 ?
PrPC TRFRET: 6; CCHF vOTU inh: 11

How did COC(=O)c1cc(-c2ccc(OC)c(OC)c2)c(=O)n2c1CCC2 do in these assays?
PrPC TRFRET: -8; CCHF vOTU inh: -8

Results for Cc1cccc(C)c1OCC(=O)N[C@@H](Cc1ccccc1)[C@@H](O)C[C@H](Cc1ccccc1)NC(=O)[C@H](C(C)C)N1CCCNC1=O ?
PrPC TRFRET: -2; CCHF vOTU inh: 12

How did CCCCCCNC(=O)C1CSCCS(=O)(=O)N1Cc1ccccc1 (configuration not stated) do in these assays?
PrPC TRFRET: 2; CCHF vOTU inh: 4

How did Cc1ccc(CSc2nnc(-c3cccs3)o2)cc1C do in these assays?
PrPC TRFRET: -10; CCHF vOTU inh: 3

How did CC(C)CCN1C(=O)CSCC1(C)C(=O)NCc1ccccc1 (configuration not stated) do in these assays?
PrPC TRFRET: -2; CCHF vOTU inh: -1

What do the screens show for `O=S1(=O)c2ccc(N3CCN(Cc4ccccc4F)CC3)cc2Oc2ccccc2CN1Cc1cn(Cc2ccc(Cl)cc2)nn1`?
PrPC TRFRET: -3; CCHF vOTU inh: 5

What do the screens show for `COC(=O)[C@]12C[C@H](CC(=O)N3CCSCC3)C(=O)N(Cc3ccccc3)C1=C[C@H](C1CCCC1)O[C@@H]2C`?
PrPC TRFRET: 0; CCHF vOTU inh: 8

How did O=C(O)[C@@H]1C[C@@H](O)CN1 do in these assays?
PrPC TRFRET: 0; CCHF vOTU inh: 1

Results for CCOC(=O)CC[C@@H]1CC[C@]2(CCCN(Cc3ccccn3)C2)O1 ?
PrPC TRFRET: -8; CCHF vOTU inh: -1

Results for COc1ccc(NC(=O)C(c2ccnc3ccccc23)n2c(=O)c(-c3ccccc3)nc3ccccc32)cc1 (configuration not stated) ?
PrPC TRFRET: 10; CCHF vOTU inh: 6

What do the screens show for `CN1C(=O)c2cc(NS(=O)(=O)c3ccc(F)cc3)ccc2OC[C@H]2O[C@@H](CC(=O)NCC(F)(F)F)CC[C@@H]21`?
PrPC TRFRET: 4; CCHF vOTU inh: -5

Results for CN1C(=O)[C@@]2(C3=C(CCCC3=O)OC3=C2C(=O)CC(C)(C)C3)c2ccccc21 ?
PrPC TRFRET: -4; CCHF vOTU inh: -15

Results for O=C(Nc1ccc2c(c1)OCCO2)C(c1ccncc1)n1c(=O)c(-c2ccco2)nc2ccccc21 (configuration not stated) ?
PrPC TRFRET: 1; CCHF vOTU inh: -5

What do the screens show for `O=C(NCc1ccccc1)C(c1ccco1)N1CCN(CCN2CCOCC2)CC1` (configuration not stated)?
PrPC TRFRET: -5; CCHF vOTU inh: -1

Results for CCOC(=O)C1=CCC(c2ccc([N+](=O)[O-])cc2)N(S(=O)(=O)c2ccc(C)cc2)C1 (configuration not stated) ?
PrPC TRFRET: 1; CCHF vOTU inh: 13

Results for COc1ccccc1CNC(=O)C[C@@H]1CC[C@H]2[C@@H](COC[C@H](O)CN2Cc2ccccc2)O1 ?
PrPC TRFRET: -5; CCHF vOTU inh: -3

How did Cc1ccc(NC(=O)CN2C(=O)CCSc3ccccc32)cc1C do in these assays?
PrPC TRFRET: -8; CCHF vOTU inh: -4

What do the screens show for `CCCCNC(=O)c1nc(-c2cccc(C(F)(F)F)c2)oc1-c1ccc(OC(F)(F)F)cc1`?
PrPC TRFRET: 8; CCHF vOTU inh: -8

How did O=C(C[C@@H]1C=C[C@@H](NC(=O)C2CC2)[C@@H](CO)O1)NCc1ccccc1Cl do in these assays?
PrPC TRFRET: -4; CCHF vOTU inh: -12

What do the screens show for `CCc1c(-c2ccccc2)ncn1CCc1ccccc1OC`?
PrPC TRFRET: 2; CCHF vOTU inh: 13

How did Cc1ccc2c(c1)N(CCCC(=O)NCc1c(F)cccc1F)C(=O)CO2 do in these assays?
PrPC TRFRET: -4; CCHF vOTU inh: 1

Results for Cc1ccccc1CS(=O)(=O)Cc1ccc(C(=O)Nc2c(C)cccc2C)o1 ?
PrPC TRFRET: -5; CCHF vOTU inh: -5

Results for C[C@H](CO)N1C[C@H](C)[C@@H](CN(C)C(=O)c2ccc(N3CCN(C)CC3)cc2)OCc2cn(nn2)CCCC1=O ?
PrPC TRFRET: -4; CCHF vOTU inh: -4

How did COc1ccc(-n2c(COc3ccccc3)nnc2SCC(=O)Nc2ccc3c(c2)OCCO3)cc1 do in these assays?
PrPC TRFRET: 2; CCHF vOTU inh: 0

Results for N#Cc1ccc(NC(=O)OC2CC3CC2[C@H]2CCCCN2C3)cc1 (some centres not stated) ?
PrPC TRFRET: -8; CCHF vOTU inh: -7

How did CCn1c2ccccc2c2cc(C=Nn3c(-c4ccccn4)n[nH]c3=S)ccc21 do in these assays?
PrPC TRFRET: 6; CCHF vOTU inh: 1

How did COc1ccc(-n2c(SCC(=O)N3CCCC3)nnc2-c2ccncc2)cc1 do in these assays?
PrPC TRFRET: 0; CCHF vOTU inh: -7

Results for COC(=O)[C@]1(CNC(C)=O)CC(=O)N(Cc2ccc(Cl)cc2)[C@@H]1c1ccc(OC)cc1 ?
PrPC TRFRET: -1; CCHF vOTU inh: 16

Results for COc1ccc(CN2C(=O)CCC2(C)c2nnnn2C2CCCCC2)cc1 (configuration not stated) ?
PrPC TRFRET: -2; CCHF vOTU inh: 12

How did CN(C)S(=O)(=O)c1cccc(C(=O)N/N=C\c2cccc(C#N)c2)c1 do in these assays?
PrPC TRFRET: -5; CCHF vOTU inh: -8

What do the screens show for `C[C@@H]1COc2cccc(N3CCCC3)c2S(=O)(=O)N1C`?
PrPC TRFRET: -6; CCHF vOTU inh: 0

How did Cc1ccc2ccc(C(Nc3ccccc3)c3ccc(C(C)C)cc3)c(O)c2n1 (configuration not stated) do in these assays?
PrPC TRFRET: 5; CCHF vOTU inh: 17

Structures from the list above containing a Cl atom (ten):
Results for Clc1ccc(CN2CCN(N=Cc3ccncc3)CC2)cc1 ?
PrPC TRFRET: 11; CCHF vOTU inh: -5

Results for COC(=O)C1CN(Cc2cn(Cc3ccc(Cl)cc3)nn2)CCS(=O)(=O)N1Cc1ccccc1 (configuration not stated) ?
PrPC TRFRET: 1; CCHF vOTU inh: -7

What do the screens show for `COCCCNC(=O)C[C@H]1C[C@@]2(C(=O)OC)C(=C[C@H](C3CCCC3)O[C@@H]2C)N(Cc2ccc(Cl)cc2Cl)C1=O`?
PrPC TRFRET: 3; CCHF vOTU inh: 13

Results for OC(CCl)CCl ?
PrPC TRFRET: 3; CCHF vOTU inh: -4

What do the screens show for `CCc1c(-c2ccc(Cl)cc2)ncn1Cc1cccc(-c2ccccc2)c1`?
PrPC TRFRET: 22; CCHF vOTU inh: 19

How did COC(=O)[C@]12C[C@H](CC(=O)N3CCC(c4ccccc4)CC3)C(=O)N(Cc3ccc(Cl)cc3Cl)C1=C[C@H](COCc1ccccc1)O[C@@H]2C do in these assays?
PrPC TRFRET: -8; CCHF vOTU inh: 19

Results for C=CCn1c(COc2ccc(Cl)cc2)nnc1SCC(=O)c1ccccc1 ?
PrPC TRFRET: 6; CCHF vOTU inh: 11

What do the screens show for `O=S1(=O)c2ccc(N3CCN(Cc4ccccc4F)CC3)cc2Oc2ccccc2CN1Cc1cn(Cc2ccc(Cl)cc2)nn1`?
PrPC TRFRET: -3; CCHF vOTU inh: 5

How did O=C(C[C@@H]1C=C[C@@H](NC(=O)C2CC2)[C@@H](CO)O1)NCc1ccccc1Cl do in these assays?
PrPC TRFRET: -4; CCHF vOTU inh: -12

Results for COC(=O)[C@]1(CNC(C)=O)CC(=O)N(Cc2ccc(Cl)cc2)[C@@H]1c1ccc(OC)cc1 ?
PrPC TRFRET: -1; CCHF vOTU inh: 16

An excerpt; rates above refer to the full screens.
